Source: PubChem BioAssay
B2AR arrestin – beta2AR (human) beta-arrestin recruitment activity. P07550. beta-arrestin recruitment to beta2AR, cell-based reporter. Potency, µM (top dose mostly 46.1 µM), for the others: top-dose activation, hits mostly activators. 0.02% of 330,000 active. AID 492947;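 note: potency is the fitted concentration of half-maximal effect; 0% = DMSO controls and full agonism = EC100 isoproterenol or metaproterenol; nearly all actives have a fitted effect of over 65% in size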
Target sequence (P07550 whole entry, looked up): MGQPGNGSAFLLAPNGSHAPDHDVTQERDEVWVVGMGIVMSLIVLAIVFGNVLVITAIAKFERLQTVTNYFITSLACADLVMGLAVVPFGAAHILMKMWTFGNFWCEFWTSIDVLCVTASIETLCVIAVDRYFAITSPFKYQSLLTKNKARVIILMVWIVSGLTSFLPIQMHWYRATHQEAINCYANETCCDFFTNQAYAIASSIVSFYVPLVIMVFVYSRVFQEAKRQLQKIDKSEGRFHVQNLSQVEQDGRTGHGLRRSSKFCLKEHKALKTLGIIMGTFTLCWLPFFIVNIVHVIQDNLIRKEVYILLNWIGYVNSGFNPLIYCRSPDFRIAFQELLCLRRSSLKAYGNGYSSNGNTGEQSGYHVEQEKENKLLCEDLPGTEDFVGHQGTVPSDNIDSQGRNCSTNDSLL
Integrin act MD – integrin-mediated muscular dystrophy alleviation activation. Potency, µM (titrated, usually from 38.3 µM), inactives show at the highest dose activation, hits mostly activators. alpha7betagal myoblasts, beta-gal FDG fluorescence, 48 h. 0.064% of 350,000 active. AID 624291;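 note: potency is the fitted concentration of half-maximal effect; 100% = response of the positive control SU9516; nearly all actives have a fitted effect of over 60% in size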
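alpha7betagal+/- myoblasts (passage 13, 250/well) treated 48 h at 37C with compounds at 1:260 dilution of DMSO stock. Lysed, then beta-galactosidase activity read as FDG fluorescence (ex 480/em 540) after 30 min, with pre-read for autofluorescence.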
TSG101-PTAP inh – blocks PTAP/TSG101 interaction to inhibit HIV-1 budding; Q99816; Fluorescence polarization, FITC-PTAP peptide / Tsg101 binding; Potency, µM (titrated, usually from 115 µM), for the others: at the top dose activity change, negative = inhibition, usual class: inhibitors; 340,000 tested, under 10 active; active = well fitted inhibition curve with a large enough effect in the main read-out, with a control signal flat, not every such curve was filed as active; inconclusive = small, poorly fitted or top-dose-only effect, or effect the other way, or a change in a side signal; inactive = no such curve, though single readings can be large or run the other way; note: potency is the fitted concentration of half-maximal effect; % of control where 0% means no effect
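Fluorescence polarization binding of Tsg101 binding domain (10 uM final) to FITC-labeled PTAP peptide (50 nM final) in HEPES pH 7.5 buffer with NaCl, Tween 20, EDTA, TCEP. Compounds added before peptide; binding 20 min at RT.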
Eya2 inh – Eya2 (human) phosphatase inhibition. O00167. recombinant Eya2, OMFP fluorescence dephosphorylation (OMFP is methylfluorescein phosphate). Potency, µM (titrated, usually from 76.9 µM), inactives show at the highest dose activity, negative = inhibition, usual class: inhibitors. 0.006% of 330,000 active; note: potency is the fitted concentration of half-maximal effect; % is set by controls: 0 for no effect and ±100 for the full control effect
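Eya2 (0.2 uM) preincubated 10 min at ambient with compound, then OMFP substrate added at 50 uM; 10 min reaction in 50 mM HEPES pH 7.5, 50 mM NaCl, 5 uM MgCl2, 0.05% BSA, 1 mM DTT. Fluorescence read at Ex 485/Em 525 nm.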
USP2a block – blocks human ubiquitin-specific protease USP2a | Potency, µM (series often up to 38.3 µM), inactives show top-dose activity change, negative = inhibition, usual class: inhibitors | AID 463254 | USP2 core, Ub-CHOP2 coupled fluorogenic reporter, 485/531 | 0.01% of 330,000 active;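 note: potency is the fitted concentration of half-maximal effect; plate controls were DMSO wells for no effect and full inhibition by NEM control for full effect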
Target sequence (O75604 whole entry, looked up): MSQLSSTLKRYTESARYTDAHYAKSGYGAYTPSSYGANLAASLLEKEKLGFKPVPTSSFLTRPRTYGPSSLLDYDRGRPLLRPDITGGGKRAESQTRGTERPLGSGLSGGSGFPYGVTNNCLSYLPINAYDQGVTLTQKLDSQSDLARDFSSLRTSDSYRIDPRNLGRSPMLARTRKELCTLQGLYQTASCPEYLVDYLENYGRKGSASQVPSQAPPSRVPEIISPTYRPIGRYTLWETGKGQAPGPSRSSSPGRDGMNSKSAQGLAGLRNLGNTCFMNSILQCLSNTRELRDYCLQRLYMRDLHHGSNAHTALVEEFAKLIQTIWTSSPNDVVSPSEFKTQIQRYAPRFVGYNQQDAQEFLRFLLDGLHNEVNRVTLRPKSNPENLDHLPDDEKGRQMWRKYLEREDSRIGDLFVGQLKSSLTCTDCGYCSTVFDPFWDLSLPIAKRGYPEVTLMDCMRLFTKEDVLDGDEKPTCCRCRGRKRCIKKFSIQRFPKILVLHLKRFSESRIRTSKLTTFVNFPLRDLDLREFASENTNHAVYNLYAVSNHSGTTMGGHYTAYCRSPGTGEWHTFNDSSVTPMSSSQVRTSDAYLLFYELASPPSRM
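Cell-free coupled assay: 10nM USP2 core preincubated 30min RT with compound in Tris-HCl pH 8.0/CaCl2/CHAPS buffer, then 25nM Ub-CHOP2 and 25nM reporter substrate; fluorescence (Ex 485/Em 531) read after 60min RT, normalized to NEM inhibition, concentration-response curves fitted.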
TRPV1 agonist – activates the human vanilloid receptor TRPV1. Q8NER1. 0.19% of 320,000 active. activation, % at 8.33 µM. TRPV1-expressing cells, Fluo-8 calcium influx, agonist mode; in the data active = activation above about 80%; inconclusive = between about 30% and that limit; note: 0% is about no effect
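TRPV1-expressing cells were cultured overnight at 35.5C and loaded with Fluo-8 calcium dye for 40 to 90 min at room temperature. After a 10 s baseline, compound was added and calcium influx was read kinetically for 3 min (ex 480/em 520 nm).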
ASM inhibitor – inhibitors of human secretory acid sphingomyelinase. P17405. placental ASM, HMU-PC fluorogenic substrate, 60 min. Potency, µM (series often up to 57.5 µM), for inactives: top-dose activity change, negative = inhibition, usual class: inhibitors. 0.006% of 340,000 active; note: potency is the fitted concentration of half-maximal effect
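Fluorogenic HMU-PC substrate (9 uM final) is turned over by placental ASM in 60 min at 37 C after a 10 min compound preincubation. Reaction ended by alkaline stop (pH 10), with fluorescence read at 386/447 nm.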
ELG1 genotox – induces genotoxicity in HEK293T cells with luciferase-tagged ELG1. 1.3% of 330,000 active. AID 504466. Potency, µM (highest dose often 46 µM), without a hit: at the top dose activity change, positive = activation, hits mostly activators. HEK293T ELG1-luciferase reporter, luminescence, 16 h; note: potency is the fitted concentration of half-maximal effect; % of control where 0% means no effect; nearly all actives have a fitted effect of over 60% in size
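DMSO vehicle served as control against compound-treated ELG1-luciferase HEK293T cells; exposure lasted 16 hr at 37 °C and 5% CO2, followed by ONE-Glo luminescence detection after 30 min.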
p53 reactivator – mutant p53 re-activation in reporter cells | H1299 p53-A138V BP100-luciferase reporter, luminescence, 24 h | Potency, µM (top dose mostly 92.2 µM), for the others: at the top dose activity change, positive = activation, hits mostly activators | 0.063% of 320,000 active; note: potency is the fitted concentration of half-maximal effect; % of control where 0% means no effect; nearly all actives have a fitted effect of over 45% in size
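p53-null H1299 cells stably carrying temperature-sensitive p53-A138V and a BP100-luciferase reporter were pinned with compounds (4-point, 1:5 series) and held 24 hrs at 37 deg C. Luminescence was read 10 min after detection reagent.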
uPA surface inh – inhibitors of cell surface uPA generation | Potency, µM (top dose mostly 38.3 µM), inactives show at the top dose activity change, negative = inhibition, usual class: inhibitors | cell surface uPA generation assay, qHTS | 0.31% of 330,000 active; active = well fitted inhibition curve with a large enough effect; inconclusive = small, poorly fitted or top-dose-only effect; inactive = no such curve, though single readings can be large or run the other way; tested in mouse RAW 264.7 cells; note: potency is the fitted concentration of half-maximal effect; % is set by controls: 0 for no effect and ±100 for the full control effect; nearly all actives have a fitted effect of over 55% in size
BRCA1 expr act – increases BRCA1 expression. MCF7-BRCA1-FFLuc reporter, luminescence, 48 h; response scale: scaled: vehicle 0%, 10 µM genistein 100%. Potency, µM (highest dose often 46.1 µM), for the others: top-dose activation, hits mostly activators. 1.1% of 380,000 active; note: potency is the fitted concentration of half-maximal effect; nearly all actives have a fitted effect of over 80% in size; some results filed as inactive show a strong effect at the top dose
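Luminescence from a BRCA1-driven firefly luciferase in MCF7 cells was the read-out, taken 15 min after substrate addition following 48 h compound exposure at 37 °C. Data were normalized to a 10 microM genistein control and DMSO vehicle.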
* hit, by the source's call; ? = inconclusive; nt = no result given; [ ] = remark or other dose. Unless noted, calls come from the whole dose curve; as a rule, active = well fitted curve in the direction sought with a large enough effect; inconclusive = small, poorly fitted or top-dose-only effect, or another doubt; inactive = no such curve, though single readings can be large; an effect the other way counts as inactive or inconclusive.

The line under a structure holds: B2AR arrestin	Integrin act MD	TSG101-PTAP inh	Eya2 inh	USP2a block	TRPV1 agonist	ASM inhibitor	ELG1 genotox	p53 reactivator	uPA surface inh	BRCA1 expr act
1: Cc1cc(NC(=O)CCCn2ccc([N+](=O)[O-])n2)n(Cc2ccc(F)cc2)n1
  0.0%	-31%	-2%	4%	7%	1	2%	-2%	19%	10%	-13%
2: Cc1ccc(S(=O)(=O)n2nccc2-c2c(-c3ccc(Cl)cc3)noc2C)cc1
  -0.2%	-27%	-1%	-3%	3%	?	2%	-24%	4%	1%	-14%
3: COc1cccc(OC)c1OCCOCCn1cnc2ccccc2c1=O
  0.4%	0%	-10%	5%	3%	2	0%	-2%	0%	nt	-4%
4: CCC1CCCCN1C(=O)Nc1ccc(F)cc1 (stereo not drawn)
  0.0%	0%	nt	1%	0%	0	4%	9%	8%	6%	0%
5: CN(C)S(=O)(=O)c1cc(NC(=O)COC(=O)CC2Sc3ccccc3NC2=O)ccc1Cl (stereo not drawn)
  -0.4%	3%	-5%	-15%	-12%	nt	-16%	-1%	14%	0%	-26%
6: CCc1ccccc1NC(=O)CCOc1ccccc1
  0.2%	7%	-1%	-8%	2%	-1	5%	-6%	-3%	-4%	-23%
7: O=C(NCc1ccccc1)c1ccc2nc(-c3ccco3)c(-c3ccco3)nc2c1
  -0.1%	-32%	-6%	11%	-9%	-5	95%[activator]	-12%	8%	5%	-8%
8: O=c1oc(-c2ccccc2NS(=O)(=O)c2ccc(F)cc2)nc2ccccc12
  -0.9%	37%	0%	-4%	0%	4	-2%	-3%	-3%	0%	-15%
9: CCN1CCN(C(=O)CSc2ccc(C)cc2)CC1
  -0.4%	10%	2%	-7%	-1%	2	2%	?	?	-12%	?
10: CC(=O)Nc1ccc(Oc2cnccn2)cc1
  -0.6%	14%	-1%	-10%	5%	-2	3%	5%	-10%	7%	0%
11: CC(C)CCn1c2ccccc2c2cc(CC(N)=O)ccc21
  0.3%	21%	-3%	2%	-1%	?	0%	3%	0%	-6%	-3%
12: O=C(CCC(=O)c1ccccc1)NCc1ccccc1
  0.3%	-14%	-6%	6%	4%	8	-3%	-1%	0%	1%	0%
13: COC(=O)C(Cc1c[nH]c2ccccc12)NC(=O)C1CC1 (stereo not drawn)
  0.1%	5%	-5%	5%	-5%	3	5%	3%	-5%	-2%	-13%
14: Cc1ccc2oc(C(=O)N3CCC(C(N)=O)(N4CCCCC4)CC3)c(C)c2c1
  -1.4%	-16%	-2%	6%	2%	8	2%	-2%	-2%	-1%	2%
15: CCOC(=O)c1[nH]c(C)c(C(=O)Nc2ccc(C)cc2C)c1C
  0.2%	0%	0%	-11%	0%	15	0%	6%	nt	2.5µM*	-31%
16: CCn1c(COc2cccc(OC)c2)nnc1SCC(=O)NCC1CCCO1 (stereo not drawn)
  -0.4%	-13%	2%	0%	1%	8	2%	-4%	-3%	-1%	3%
17: O=C(NCC(c1ccco1)N1CCN(c2ccccc2)CC1)C(=O)NC1CC1 (stereo not drawn)
  0.1%	-1%	-3%	18%	1%	7	1%	-1%	-3%	13%	-14%
18: CN(C)c1ccc(C(=O)OCc2ccccc2)cc1
  0.1%	8%	0%	1%	1%	26	-3%	23µM*	?	3%	?
19: CCCCNc1cc(C)nc(N2CCOCC2)n1
  0.4%	-6%	-2%	20%	0%	-3	4%	5%	2%	4%	18%
20: Cc1cc(NC(=O)C(C)N2C(=O)c3ccccc3S2(=O)=O)no1 (stereo not drawn)
  -0.1%	-3%	-1%	16%	0%	-6	4%	4%	-3%	6%	2%
21: O=C(NNC(=O)c1ccc(S(=O)(=O)N2CCCCC2)cc1)c1ccccc1
  -0.2%	?	0%	-11%	-1%	1	-3%	-2%	1%	6%	2%
22: CCNC(=O)COC(=O)/C=C/c1cccc([N+](=O)[O-])c1
  0.0%	-2%	-1%	5%	2%	5	3%	2%	4%	1%	52%
23: COc1ccc(NC(=O)c2nc(C)c(C3(C)CC(c4ccccc4)=NO3)s2)cc1 (stereo not drawn)
  0.2%	-5%	-3%	-9%	0%	8	-5%	2%	10%	?	-38%
24: CCOc1cc(/C=N/N2CCN(Cc3ccccc3)CC2)ccc1O
  0.0%	-5%	-1%	0%	3%	7	0%	-1%	nt	-3%	9%
25: Cc1cc(/C=C2\SC(=S)NC2=O)c(C)n1C
  -1.0%	-23%	6%	12%	4%	-2	-12%	11%	16%	-9%	59%
26: O=C(CCC(=O)N1CCCCCC1)NCc1ccc(F)cc1
  -0.7%	?	-5%	1%	-2%	4	-1%	0%	nt	-21%	5%
27: CN(Cc1cccc(Cl)c1)C(=O)C1CCN(C(=O)Nc2ccccc2)CC1
  0.0%	-14%	-4%	21%	3%	5	3%	-1%	6%	-2%	28%
28: Cn1nnnc1SCC(=O)Nc1cc(S(=O)(=O)N2CCCC2)ccc1Cl
  0.2%	-38%	1%	7%	0%	-1	3%	-2%	-1%	2%	-12%
29: COc1ccc(OC)c(NC(=O)N[C@H](Cc2ccccc2)C(=O)NN)c1
  -0.3%	-9%	-2%	-12%	1%	nt	-2%	-1%	-2%	-1%	12%
30: CCn1ccnc1CN1CCN(CC=C(C)C)C(CCO)C1 (stereo not drawn)
  -0.5%	0%	1%	-1%	-3%	1	-1%	0%	0%	-5%	-7%
31: COc1nsnc1NS(=O)(=O)c1ccc(NC(=S)NC(=O)c2cccnc2)cc1
  0.0%	31%	-8%	9%	8%	1	11%	4%	-2%	1%	-30%
32: Nc1c(S(=O)(=O)c2cccc(Cl)c2)c2nc3ccccc3nc2n1CCN1CCOCC1
  0.0%	-5%[7.66 µM]	-6%	1%	-1%	-6	334%[activator]	-7%	0%	-3%	-8%
33: Cc1nc2ccc(S(=O)(=O)N(C)CC(=O)N3CCc4ccccc43)cc2s1
  -0.1%	-27%	-12%	-8%	2%	25	-6%	0%	5%	1%	-17%
34: CCOC(=O)/C=C(\C)Sc1cc(=O)oc2ccccc12
  -0.2%	-28%	1%	5%	0%	3	1%	5%	?	-14%	-75%
35: CCCC(C)NC(=O)c1ccccc1SC (stereo not drawn)
  0.4%	27%	-1%	-14%	5%	0	-2%	-2%	12%	-2%	-4%
36: Cc1cc(OCC(=O)Nc2ccccc2F)nc(C(C)C)n1
  -0.5%	26%	-2%	-22%	-1%	3	4%	1%	-5%	0%	0%
37: O=C(NNC(=O)c1ccccc1Cl)c1csc(N2CCOCC2)n1
  -0.7%	-14%	-5%	17%	3%	6	2%	0%	9%	-3%	-22%
38: CN1C(C(=O)Nc2cccc(O)c2)=CC(c2cccs2)=NS1(=O)=O
  0.2%	-11%	-1%	9%	3%	3	-6%	1%	nt	4%	-33%

An excerpt taken from the entries so far:
The line under a structure holds: B2AR arrestin	Integrin act MD	TSG101-PTAP inh	Eya2 inh	USP2a block	TRPV1 agonist	ASM inhibitor	ELG1 genotox	p53 reactivator	uPA surface inh	BRCA1 expr act
30: CCn1ccnc1CN1CCN(CC=C(C)C)C(CCO)C1 (stereo not drawn)
  -0.5%	0%	1%	-1%	-3%	1	-1%	0%	0%	-5%	-7%
31: COc1nsnc1NS(=O)(=O)c1ccc(NC(=S)NC(=O)c2cccnc2)cc1
  0.0%	31%	-8%	9%	8%	1	11%	4%	-2%	1%	-30%
32: Nc1c(S(=O)(=O)c2cccc(Cl)c2)c2nc3ccccc3nc2n1CCN1CCOCC1
  0.0%	-5%[7.66 µM]	-6%	1%	-1%	-6	334%[activator]	-7%	0%	-3%	-8%
33: Cc1nc2ccc(S(=O)(=O)N(C)CC(=O)N3CCc4ccccc43)cc2s1
  -0.1%	-27%	-12%	-8%	2%	25	-6%	0%	5%	1%	-17%
34: CCOC(=O)/C=C(\C)Sc1cc(=O)oc2ccccc12
  -0.2%	-28%	1%	5%	0%	3	1%	5%	?	-14%	-75%
35: CCCC(C)NC(=O)c1ccccc1SC (stereo not drawn)
  0.4%	27%	-1%	-14%	5%	0	-2%	-2%	12%	-2%	-4%
36: Cc1cc(OCC(=O)Nc2ccccc2F)nc(C(C)C)n1
  -0.5%	26%	-2%	-22%	-1%	3	4%	1%	-5%	0%	0%
37: O=C(NNC(=O)c1ccccc1Cl)c1csc(N2CCOCC2)n1
  -0.7%	-14%	-5%	17%	3%	6	2%	0%	9%	-3%	-22%
